TCR activator: T cell receptor activation; primary human leukocytes, anti-CD3, IL-2 HTRF, 48 h; Potency, µM (series often up to 9.22 µM), inactives show top-dose activation of IL-2 secretion, most hits filed as activators; 330,000 tested, under 10 active; AID 504894; note: % of control where 0% means no effect
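HTRF read-out of IL-2 secretion: europium cryptate donor excited at 320nm, d2 acceptor emission at 665nm. Cells were primary human leukocytes incubated 48 hr with compounds and a-CD3 beads, supplying TCR signal only.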
Tb PFK block: T. brucei PFK enzyme inhibition; O15648; T. brucei PFK, ADP-Glo luminescence; Potency, µM (doses to about 57.5 µM), for inactives: top-dose activity, negative = inhibition, hits mostly inhibitors; 330,000 compounds, 0.17% hits;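 note: potency is the fitted concentration of half-maximal effect; 0% = uninhibited 1x PFK enzyme wells and -100% = no-enzyme wells; nearly all actives have a fitted effect of over 60% in size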
Target sequence (O15648 whole entry, looked up): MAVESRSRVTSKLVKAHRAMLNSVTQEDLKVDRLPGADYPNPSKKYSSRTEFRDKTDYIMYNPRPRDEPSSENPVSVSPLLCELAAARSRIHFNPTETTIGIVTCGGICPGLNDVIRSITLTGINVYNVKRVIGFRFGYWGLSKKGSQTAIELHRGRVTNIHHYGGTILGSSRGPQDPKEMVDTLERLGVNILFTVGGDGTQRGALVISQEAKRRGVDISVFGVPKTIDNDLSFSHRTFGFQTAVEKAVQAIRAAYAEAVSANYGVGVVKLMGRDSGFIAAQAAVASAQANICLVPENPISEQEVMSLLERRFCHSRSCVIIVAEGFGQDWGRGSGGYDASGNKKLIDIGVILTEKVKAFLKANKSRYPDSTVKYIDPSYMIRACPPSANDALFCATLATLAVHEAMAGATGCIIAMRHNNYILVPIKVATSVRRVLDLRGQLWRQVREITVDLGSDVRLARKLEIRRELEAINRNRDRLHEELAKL
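1.25 nM PFK with 0.5 mM F6P and 0.1 mM ATP in 0.1 M TEA pH 8.0, 5 mM MgCl2, incubated 45 min at room temperature; ADP measured by ADP-Glo luminescence; compounds titrated up to 57 uM.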
Eya2 phos inh: Eya2 (human) phosphatase inhibition; O00167; recombinant Eya2, OMFP fluorescence dephosphorylation (OMFP is methylfluorescein phosphate); Potency, µM (series often up to 76.9 µM), inactives show at the top dose activity, negative = inhibition, actives largely listed as inhibitors; 330,000 compounds, 0.006% hits; AID 488837; note: potency is the fitted concentration of half-maximal effect; % is set by controls: 0 for no effect and ±100 for the full control effect
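Eya2 protein (added as 0.2 uM solution) was preincubated with compound for 10 min at ambient temperature in 50 mM HEPES pH 7.5, 50 mM NaCl, 5 uM MgCl2, 0.05% BSA, 1 mM DTT. OMFP (added at 50 uM) then reacted 10 min; fluorescence read at 485/525 nm.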
Integrin act MD: integrin-mediated muscular dystrophy alleviation activation; Potency, µM (series often up to 38.3 µM), for the others: at the top dose activation, hits mostly activators; alpha7betagal myoblasts, beta-gal FDG fluorescence, 48 h; 350,000 compounds, 0.064% hits;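 note: potency is the fitted concentration of half-maximal effect; 100% = response of the positive control SU9516; nearly all actives have a fitted effect of over 60% in size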
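alpha7betagal+/- myoblasts (passage 13, 250/well) treated 48 h at 37C with compounds at 1:260 dilution of DMSO stock. Lysed, then beta-galactosidase activity read as FDG fluorescence (ex 480/em 540) after 30 min, with pre-read for autofluorescence.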
S-ASM inh: inhibitors of human secretory acid sphingomyelinase; placental ASM, HMU-PC fluorogenic substrate, 60 min; 340,000 compounds, 0.006% hits; Potency, µM (highest dose often 57.5 µM), without a hit: top-dose activity change, negative = inhibition, most hits filed as inhibitors; P17405; note: potency is the fitted concentration of half-maximal effect
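Fluorogenic HMU-PC substrate (9 uM final) is turned over by placental ASM in 60 min at 37 C after a 10 min compound preincubation. Reaction ended by alkaline stop (pH 10), with fluorescence read at 386/447 nm.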
TSHR antag: antagonists of human thyroid stimulating hormone receptor; P16473; TSHR-expressing cells, TSH-stimulated cAMP HTRF, 2 h; stronger effect = lower value; activity change, negative = inhibition, % at 11.5 µM; 330,000 compounds, 0.2% hits; AID 504810;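 active = activity change below a set negative limit, meaning inhibition stronger than a set level, cut at about -70% in these data; inconclusive = activity change between two set negative limits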; note: % is set by controls: 0 for no effect and ±100 for the full control effect
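Read-out is FRET at 665 nm (cryptate excitation 337 nm) from a cryptate-tagged anti-cAMP antibody, competed by cell cAMP against cAMP-d2. Compounds are tested on freshly harvested TSHR cells challenged with 4nM TSH (EC80) for 2 hours at 37 deg C.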
Chronic BCR inh: inhibitors of chronic active B-cell receptor signaling | ABC-DLBCL IkBa-CBG/CBR reporter, luminescence ratio, 4 h | Potency, µM (doses to about 46.1 µM), for the others: at the top dose ratio change, negative = lower green/red ratio, usual class: inhibitors | 340,000 compounds, 0.05% hits | AID 493014; active = well fitted inhibition curve with a large enough effect in the signal ratio, with a control signal flat, not every such curve was filed as active; inconclusive = small, poorly fitted or top-dose-only effect, or effect the other way, or a change in a side signal; the % refers to the signal ratio;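 note: potency is the fitted concentration of half-maximal effect; plate controls were basal doxycycline-induced cells for no effect and cells given 10 µM MG132 for full effect; MG132 reads +100%, hits lower the ratio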
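Cell line TMD8 (human ABC DLBCL), stably expressing tet-inducible CBG68-IkBa fusion and CBR; IMDM/0.5% FBS; cpd up to 46 uM; dox induction, 4 h, 37C/5% CO2; dual luminescence; green/red ratio; MG132 control.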
ELG1 repair inh: ELG1-dependent DNA repair inhibition; HEK293T ELG1-luciferase reporter, luminescence, 16 h; DNA damage induced by 5-fluorouridine; Potency, µM (titrated, usually from 46.1 µM), for inactives: at the highest dose activity change, negative = inhibition, hits mostly inhibitors; 330,000 compounds, 2.3% hits; AID 504467; note: potency is the fitted concentration of half-maximal effect; % is set by controls: 0 for no effect and ±100 for the full control effect; nearly all actives have a fitted effect of over 55% in size
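DMSO vehicle served as the neutral condition. Each well held 2,000 cells given 5-fluorouridine plus compound; after 16 hr at 37 °C/5% CO2, ONE-Glo was added and luciferase measured 30 min later.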
AT treatment: potential ataxia-telangiectasia treatments restoring KAP-1 phosphorylation. […] A-T fibroblasts, KAP-1 phosphorylation AlphaLISA; neocarzinostatin DNA damage 30 min before lysis. Potency, µM (doses to about 57.5 µM), for inactives: top-dose activation, actives largely listed as activators. 320,000 compounds, 0.19% hits; note: potency is the fitted concentration of half-maximal effect; % of control where 0% means no effect; nearly all actives have a fitted effect of over 45% in size
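hTERT-immortalized A-T patient fibroblasts ([…]), 500 cells/well in OPTI-MEM, 1% FBS, got compounds for 60 min, then NCS for 30 min at 37C. Lysates were then assayed for phospho-KAP-1 by AlphaLISA (anti-pKAP1 donor, anti-KAP1 acceptor beads), 6 hr at 25C.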
Mito fusion act: blocks mitochondrial division or promotes mitochondrial fusion; S. cerevisiae fusion-defective mutant growth rescue, CellTiterGlo 48 h; Potency, µM (series often up to 46.1 µM), for inactives: at the top dose growth rescue (activation), usual class: activators; 320,000 compounds, 0.23% hits; AID 485298;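 note: potency is the fitted concentration of half-maximal effect; % of control where 0% means no effect; nearly all actives have a fitted effect of over 45% in size; temperature-sensitive fusion mutants such as fzo1-1 at 37 °C on non-fermentable ethanol glycerol medium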
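Luminescent cell viability in 1536-well qHTS format served as the measure of rescued growth in ts fusion-mutant S. cerevisiae cultured on non-fermentable YPEG for 48 hours at 37C.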
PTAP TSG101 blk: blocks PTAP/TSG101 interaction to inhibit HIV-1 budding | Q99816 | 340,000 tested, under 10 active | Fluorescence polarization, FITC-PTAP peptide / Tsg101 binding | AID 493005 | Potency, µM (top dose mostly 115 µM), for inactives: top-dose activity change, negative = inhibition, most hits filed as inhibitors; active = well fitted inhibition curve with a large enough effect in the main read-out, with a control signal flat, not every such curve was filed as active; inconclusive = small, poorly fitted or top-dose-only effect, or effect the other way, or a change in a side signal; inactive = no such curve, though single readings can be large or run the other way; note: potency is the fitted concentration of half-maximal effect; % of control where 0% means no effect
Target sequence (Q99816 whole entry, looked up): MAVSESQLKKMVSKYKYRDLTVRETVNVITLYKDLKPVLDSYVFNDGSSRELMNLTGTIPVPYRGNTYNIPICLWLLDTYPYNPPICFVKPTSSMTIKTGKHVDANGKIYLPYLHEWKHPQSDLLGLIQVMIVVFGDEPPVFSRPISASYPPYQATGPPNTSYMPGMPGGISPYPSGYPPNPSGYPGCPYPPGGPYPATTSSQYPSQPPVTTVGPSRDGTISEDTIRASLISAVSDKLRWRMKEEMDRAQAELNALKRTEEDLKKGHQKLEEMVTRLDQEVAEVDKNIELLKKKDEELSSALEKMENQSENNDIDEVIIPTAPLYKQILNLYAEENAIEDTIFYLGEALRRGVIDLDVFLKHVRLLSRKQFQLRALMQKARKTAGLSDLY
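Tsg101 binding domain (10 uM final) was mixed with compound and a FITC-labeled PTAP peptide (50 nM final) in HEPES pH 7.5 buffer with NaCl, Tween 20, EDTA and TCEP; fluorescence polarization was read after 20 min at r.t.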
* = called active by the depositor; ? = inconclusive; . = no result given; [ ] = dose if it differs, or a comment. Unless noted, calls come from the whole dose curve; as a rule, active = well fitted curve in the direction sought with a large enough effect; inconclusive = small, poorly fitted or top-dose-only effect, or another doubt; inactive = no such curve, though single readings can be large; an effect the other way counts as inactive or inconclusive. An unsorted share of the library, and some 3.2% of all compounds hit somewhere here.

SMILES,Chronic BCR inh,AT treatment,TCR activator,TSHR antag,PTAP TSG101 blk,Integrin act MD,Tb PFK block,ELG1 repair inh,Eya2 phos inh,S-ASM inh,Mito fusion act
COC(=O)c1[nH]c2cccc(OC)c2c1NC(=O)CN1CCC(C(N)=O)(N2CCCCC2)CC1,0%,0%,12%,0,-3%,6%,0%,5%,-21%,4%,-1%
COc1ccccc1CC(=O)NNC(=O)CN(C)S(=O)(=O)c1ccc(Cl)cc1,-16%,16%,45%,16,-3%,-7%,-2%,-4%,20%,3%,-1%
CCCCN(C)C(=O)c1ccc(S(=O)(=O)N2CCOCC2)cc1,21%,-1%,-6%,20,-2%,8%,3%,-1%,6%,1%,-8%
Cc1ccc(S(=O)(=O)C(CNC(=O)C(C)C)c2cccs2)cc1 (configuration not stated),-2%,7%,6%,5,-3%,-10%,2%,0%,3%,2%,7%
CSCCC(NC(=O)COc1ccccc1)C(=O)N1CC(C)OC(C)C1 (configuration not stated),-5%,.,5%,2,-4%,9%,20%,8%,17%,8%,-2%
CC(C)CN(C(=O)c1ccc(S(=O)(=O)N2CCCCC2)cc1)C1CCS(=O)(=O)C1 (configuration not stated),0%,.,-2%,1,0%,19%,-1%,0%,-24%,-2%,-7%
O=C(CCNC(=O)c1ccco1)NCc1ccc(C(=O)O)cc1,3%,1%,-6%,-6,0%,-11%,10%,7%,0%,2%,.
Cc1ccc(S(=O)(=O)N2CC=C(C(=O)NC3CC3)CC2)cc1,7%,-8%,2%,-2,0%,?,-3%,-14%,-7%,0%,-1%
Cc1cccc(Oc2ncc(-c3ccc(Cl)cc3)cn2)c1C,-2%,11%,3%,-8,0%,?,-5%,-21%,-4%,0%,-2%
COc1ccccc1C(=O)Nc1ccc2c(c1)nc(CCNC(C)=O)n2C,-11%,-2%,.,2,-15%,-6%[7.66 µM],-9%,?,2%,4%,-2%
Cc1ccc(NC2=CC(=O)OC(C)C2)cc1 (configuration not stated),5%,4%,1%,8,-3%,0%,-1%,1%,15%,4%,0%
O=C(Nc1ccc(Cl)cc1)c1sccc1-n1cccc1,-12%,9%,-1%,-3,3%,0%,-1%,-7%,-27%,-9%,11%
CCn1c(C)nc2cc(C(=O)N/N=C(\C)c3ccc(OC)cc3O)ccc21,3%,1%,-1%,-3,-3%,-15%,0%,7.3µM*,-1%,113%[activator],2%
CCC(CC)C(=O)NCCCN1CCOCC1,?,2%,0%[46.1 µM],4,-2%,27%,1%,22%,7%,-1%,0%
Cc1cc(C)cc(NC(=O)Cc2ccc(NC3=NC4CS(=O)(=O)CC4S3)cc2)c1 (configuration not stated),3%,15%,8%,2,0%,15%,2%,-1%,5%,0%,-3%
Nc1nc(NCc2ccco2)nc(N2CCCCC2)c1[N+](=O)[O-],-5%,-2%,?,-2,-2%,5%,0%,-3%,-6%,0%,?
Cc1nc2ccccc2c2oc(C(=O)NC3CC3)cc12,?,-1%,9%,-11,-5%,-17%,3%,-1%,14%,0%,2%
CCOC(=O)c1cnn2c(C(F)F)cc(C3CC3)nc12,?,-1%,3%[46.1 µM],7,-4%,-1%,-4%,1%,2%,4%,3%
CCOC(=O)N1CCN(c2ccc(C(F)(F)F)cn2)CC1,5%,.,9%[46.1 µM],5,-3%,19%,0%,0%,4%,-1%,13%
CC(C(=O)Nc1ccc2[nH]c(=O)[nH]c2c1)N1CCN(Cc2ccc3c(c2)OCO3)CC1 (configuration not stated),-4%,6%,.,6,-4%,5%,0%,7%,-7%,4%,-3%
CCc1ccc2[nH]c(=O)c(CN(CCN(C)C)C(=O)Nc3ccccc3OC)cc2c1,-2%,-2%,-4%,-3,-2%,-46%[inhibitor],3%,7%,-6%,-2%,0%
CS(=O)(=O)c1ccc(Cl)c(NC(=O)C2CC(=O)N(c3ccc4c(c3)OCCO4)C2)c1 (configuration not stated),-2%,-13%,6%,-4,-3%,18%,-6%,-4%,2%,-1%,0%
CCCCCn1c(N2CCCC2)nc2c1c(=O)n(C)c(=O)n2C,4%,13%,.,2,1%,7%,-2%,-12%,-16%,-2%,5%
Cc1c(Cl)cccc1NC(=S)N1CCN(S(=O)(=O)c2cccs2)CC1,2%,-2%,.,10,-4%,21%,-9%,-9%,-2%,9%,0%
Cc1ccc(NC(=O)COC(=O)CN2C(=O)NC(C)(C)C2=O)cc1S(=O)(=O)N1CCOCC1,2%,2%,-2%,23,1%,6%,-3%,?,8%,-6%,-11%

Following part
SMILES,Chronic BCR inh,AT treatment,TCR activator,TSHR antag,PTAP TSG101 blk,Integrin act MD,Tb PFK block,ELG1 repair inh,Eya2 phos inh,S-ASM inh,Mito fusion act
O=C(CN1C(=O)NC2(CCc3ccccc32)C1=O)c1ccc(Cl)cc1 (configuration not stated),10%,1%,-3%,0,-8%,5%,-23%,2%,0%,0%,11%
Cn1c(N)cc(-c2ccc(F)cc2)c(C#N)c1=O,-1%,1%,-4%,-5,-8%,18%,3%,-6%,1%,7%,-7%
CCNC(=O)Nn1c(-c2ccccc2)nc2ccccc2c1=O,-3%,-2%,4%,44,1%,?,-11%,-11%,-8%,2%,2%
CCCc1nc2c([nH]1)C(c1cccnc1)C(C#N)=C(N)O2 (configuration not stated),-2%,6%,1%[46.1 µM],0,0%,-6%,-2%,2%,2%,7%,-6%
COc1cc(/C=N/NC(=O)c2cnccn2)ccc1O,-4%,9%,2%[46.1 µM],1,-2%,-7%,10%,12%,-5%,-9%,-7%
CC(C)(C)c1nn(-c2ccccc2)c2nc(Cl)c(C=O)cc12,2%,0%,-2%,-6,-2%,-13%,-1%,1%,0%,5%,0%
Cc1cc(C(=O)CCC(=O)N(C)CC(=O)Nc2ccccc2Br)c(C)s1,-17%,-5%,1%,.,0%,10%,-14%,-9%,3%,11%,3%
CCOc1ccc(/C=N/Nc2nncc(-c3ccccc3)n2)cc1OC,7%,1%,-1%,6,-3%,25%,-2%,?,17%,-2%,-2%
COc1cc(/C=C2/SC(=Nc3ccc(O)cc3)NC2=O)ccc1O,?,2%,-1%,0,10%,-5%,-1%,?,-4%,-7%,1%
COc1ccccc1NC(=O)CSc1nc(N)c(-c2ccccc2)c(=O)[nH]1,?,-11%,-3%,32,-4%,5%,10%,4%,-4%,5%,0%
Cc1cc(C(=O)CSc2nc3ccc(Cl)cc3[nH]2)c(C)n1C,-2%,6%,-2%,-6,-6%,-4%,0%,-9%,9%,-8%,-27%
N#C/C(=C\c1ccc(-c2nc3ccccc3s2)o1)C(N)=O,16%,-5%,12%,-3,-6%,-6%,2%,?,19%,33%[activator],2%
COc1cc2c(cc1OC)[C@H](C)N(C(=S)Nc1ccc(F)cc1)CC2,-14%,3%,-2%,6,-1%,-15%,-7%,0%,-22%,14%,1%
Cc1ccc(NC(=O)N/C=C/c2ccccc2)cc1,0%,-2%,-7%,11,-2%,-3%,-4%,?,9%,-10%,0%
O=C(COC(=O)c1ccc(O)cc1)NCC1COc2ccccc2O1 (configuration not stated),-13%,-3%,1%,-18,1%,2%,-2%,0%,-13%,3%,-3%
Cc1cc(C)cc(NC(=O)C2CCC(CNC(=O)[C@@H]3Cc4ccccc4CN3)CC2)c1 (some centres not stated),?,-1%,-11%,1,1%,1%,0%,2%,0%,5%,-12%
C/C(=N\NC(=O)Cc1ccc(Br)cc1)c1cccnc1,?,10%,4%,0,-5%,30%,2%,?,-9%,1%,-3%

Source: PubChem (National Center for Advancing Translational Sciences (NCATS))
